Screening data from PubChem.
GCN5L2 inh: blocks human GCN5L2 histone acetyltransferase; Q92830; GCN5L2 HAT assay, ThioGlo1 CoA-SH fluorescence; Potency, µM (highest dose often 58.9 µM), without a hit: at the top dose activity change, negative = inhibition, usual class: inhibitors; actives 0.21% (n = 390,000)
Target sequence (Q92830 whole entry, looked up): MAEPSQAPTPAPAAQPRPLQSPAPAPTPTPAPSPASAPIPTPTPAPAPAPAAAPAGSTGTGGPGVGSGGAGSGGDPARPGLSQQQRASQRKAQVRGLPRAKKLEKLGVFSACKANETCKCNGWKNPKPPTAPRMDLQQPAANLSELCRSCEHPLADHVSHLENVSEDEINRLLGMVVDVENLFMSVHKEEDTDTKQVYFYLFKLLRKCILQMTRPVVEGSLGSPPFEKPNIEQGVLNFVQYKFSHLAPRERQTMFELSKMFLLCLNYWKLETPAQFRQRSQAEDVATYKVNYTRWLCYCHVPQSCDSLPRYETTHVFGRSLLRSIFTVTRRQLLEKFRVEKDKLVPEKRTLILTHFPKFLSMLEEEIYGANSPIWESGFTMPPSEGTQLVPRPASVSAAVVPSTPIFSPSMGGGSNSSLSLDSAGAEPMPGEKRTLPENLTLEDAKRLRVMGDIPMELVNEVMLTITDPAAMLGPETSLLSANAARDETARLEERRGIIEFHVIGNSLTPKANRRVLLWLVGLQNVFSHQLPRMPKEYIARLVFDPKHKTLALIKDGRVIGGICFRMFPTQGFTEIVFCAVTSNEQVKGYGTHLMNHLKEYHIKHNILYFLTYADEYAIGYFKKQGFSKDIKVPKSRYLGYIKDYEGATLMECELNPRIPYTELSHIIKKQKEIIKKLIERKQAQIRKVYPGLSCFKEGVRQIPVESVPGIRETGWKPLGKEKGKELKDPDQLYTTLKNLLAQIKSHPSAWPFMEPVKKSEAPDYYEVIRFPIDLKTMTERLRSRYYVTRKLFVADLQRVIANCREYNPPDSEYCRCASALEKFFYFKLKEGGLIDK
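Free CoA generated was detected with ThioGlo1 (50uM) fluorescence at Ex340nm/Em540nm, read immediately and after 20 min at room temperature. Enzyme, 20 nM in HEPES pH 7.5 buffer, saw compounds 15 min before adding 75uM H3(1-25) peptide and 70uM acetyl-CoA.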
TDP1 cell CPT: growth inhibition of DT40 Tdp1-/-;hTDP1 cells with camptothecin (screen for TDP1 inhibitors); chicken DT40 Tdp1-/-;hTDP1 cells + 20 nM CPT, ATP luminescence, 48 h; Potency, µM (top dose mostly 46.2 µM), for inactives: at the top dose activity change, negative = growth inhibition, hits mostly inhibitors; actives 12% (n = 420,000); note: nearly all actives have a fitted effect of over 55% in size
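Chicken DT40 Tdp1-/- cells complemented with human TDP1, 400 cells/well, exposed to compounds plus 20 nM camptothecin for at least 48 h at 37 C; viability read as ATP content by CellTiter-Glo luminescence.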
FEN1 inhibitor: inhibitors of human flap endonuclease 1. Recombinant FEN1 flap cleavage, fluorescence, 15 min. Potency, µM (top dose mostly 114 µM), for inactives: top-dose activity change, negative = inhibition, usual class: inhibitors. AID 588795. actives 0.35% (n = 390,000); note: nearly all actives have a fitted effect of over 65% in size
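Nuclease activity of 10 nM FEN1 was measured after 15 min of room-temperature exposure to titrated compounds, by adding 50 nM flap substrate and reading plates at 0 and 15 min.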
An asterisk follows results filed as active; ? = inconclusive; nt = not tested or not shown; & = joins results of further samples; [ ] = dose if it differs, or a comment. Calls come from the whole dose curve; as a rule, active = well fitted curve in the direction sought with a large enough effect; inconclusive = small, poorly fitted or top-dose-only effect, or another doubt; inactive = no such curve, though single readings can be large; an effect the other way counts as inactive or inconclusive. % is set by controls: 0 for no effect and ±100 for the full control effect; potency is the fitted concentration of half-maximal effect. Only part of the results is shown, so the mix of outcomes need not match the whole.

Structure | GCN5L2 inh | TDP1 cell CPT | FEN1 inhibitor
CCN1C[C@@H]2[C@@H]3C(=O)N(Cc4ccccc4)C(=O)[C@@H]3[C@](CC)(C1=O)N2C(=O)c1ccc(Cl)c(Cl)c1 | nt | 16.4µM* | 22.8%
O=C(COC(=O)c1ccc(Br)cc1)NCC1CCCO1 (stereo not given) | -0.5% | -16.8% | -5.2%
Cc1ccc(CCNC(=O)CCc2cn(Cc3ccccc3C)c3ccccc23)cc1 | -8.5% | 18.4µM* | -0.6%
CCc1cccc(NC(=S)N(CCOC)C(C)c2ccco2)c1 (stereo not given) | -7.7% | ? | -2.3%
COc1ccc(-c2noc(CCC(=O)N(C)c3cc(Cl)ccc3OC)n2)cc1 | 0.8% | ? | 0.3%
O=C(CSc1nc(Nc2ccccc2)nc(N2CCOCC2)n1)N1CCc2ccccc21 | -0.2% | ? | -6.6%
Cc1ccc(NS(=O)(=O)c2ccc3c(c2)n(C)c(=O)n3C)c(C)c1 | 2.1%&2.6% | ? | -3.5%&0.8%
COCc1cc(C)n(CC(=O)Nc2ccc3c(c2)OCO3)c(=O)c1C#N | -7.4% | 1.4% | 31.1%
CCN(CC)C(=O)Cn1c(=O)n(CCc2ccccc2)c(=O)c2ccccc21 | -4.5% | ? | -4.3%
O=C(NCCc1csc(-c2cccnc2)n1)c1ccccc1 | -0.8%&0.6% | -18.1% | 12.8%&-1.7%
Cc1cccc(N2CCN(C(=O)Cc3ccc(-n4c(=O)[nH]c5ccsc5c4=O)cc3)CC2C)c1 (stereo not given) | -1.4% | 3.5% | -1.7%
CCCCS(=O)CC(O)COCC (stereo not given) | -4.6% | 0.9% | 0.4%
Cc1csc2ncnc(N3CCN(C(=S)Nc4ccc(F)cc4F)CC3)c12 | -5.2% | ? | 6.3%
CCOc1ccc(CCNC(=O)c2sc3ncccc3c2-n2c(C)ccc2C)cc1 | -0.7% | 13µM* | 5.8%
CCN(CC)C(=O)CSc1ncnc2sc(-c3ccccc3)cc12 | -0.2% | ? | -12.3%

The list continues.
Structure | GCN5L2 inh | TDP1 cell CPT | FEN1 inhibitor
Fc1ccc(CN2C3=NCCCN3c3ccccc32)cc1 | -4.5% | ? | -3.3%
COc1ccc(-n2nnnc2SCC(=O)c2cccc(OC)c2)cc1 | -14.4% | ? | 5.1%
CCOC(=O)c1cnc2c(cnn2C)c1NCCCn1ccnc1 | 3.7% | 3.5% | -0.5%
Cc1c(NC(=O)c2ccc(-c3ccccc3)cc2)cccc1C(=O)O | 0.5% | 0.1% | -19.7%
CCOc1cc(NC(=O)C2CC2)c(OCC)cc1NC(=O)CCn1nnc2ccccc21 | -0.9% | -29.3% | 7.9%
CC1=CC2(C#N)C3(N=C(N)C2(C#N)C(c2ccccc2)N1)OCCO3 (stereo not given) | 3.3% | -8.5% | -0.7%
COc1ccc(/C=N/NC(=O)C(C)Sc2ccccn2)cc1[N+](=O)[O-] (stereo not given) | -10.2% | -6.1% | 13.3%
Cc1cccc(CSc2nc3c(c(=O)n2C)SCC3)c1 | -11.7% | ? | -12.1%
Cc1cc(Nc2ccccc2C(=O)O)n(-c2ccc([N+](=O)[O-])cc2)n1 | -4.4% | -12.7% | -4.3%
CC(C)NC(=O)CN1C(=O)COc2ccc(S(=O)(=O)N3CCCCCC3)cc21 | 1.3% | -1.3% | -12.1%
COc1cccc(CN2CC(C(=O)NCCOc3ccccc3F)CCC2=O)c1 (stereo not given) | -0.6% | -12.6% | -0.4%
CCC(=O)NC(Nc1sc2c(c1C(=O)OC)CCC2)C(Cl)(Cl)Cl (stereo not given) | -13.6% | 14.6µM* | -2.3%
c1ccc(Nc2nc(NCc3ccco3)nc3nccnc23)cc1 | nt | -2.7% | 9.3%
Cn1cnc2c1c(=O)n(Cc1ccc(F)cc1Cl)c(=O)n2C | -4.1% | -0.9% | 0.1%
Cc1ccc(S(=O)(=O)C(CNC(=O)c2ccccc2F)c2cccs2)cc1 (stereo not given) | -9.6% | ? | -1.8%

Later entries
Structure | GCN5L2 inh | TDP1 cell CPT | FEN1 inhibitor
Cc1ccc(N2C(=O)CC(NNC(=O)Cc3ccc(F)cc3)C2=O)cc1Cl (stereo not given) | 16.7% | -3.4% | 14.8%
O=C(NC(=S)NCc1ccc(F)cc1)c1ccccc1 | -8.1% | -13.0% | -15.5%
CC(C)c1ccc(C2(C)NC(=O)N(CC(=O)N3CCN(C(=O)c4cccs4)CC3)C2=O)cc1 (stereo not given) | -3.9% | -29.0% | -23.3%
CSCC[C@H](NC(=O)C1CCN(C(=O)[C@H](Cc2ccccc2)NS(=O)(=O)c2ccc(C)cc2)CC1)C(=O)O | -1.2% | 7.8% | 0.3%
O=C(COc1ccc(Br)cc1)NNC(=S)NCc1ccccc1 | -3.3% | ? | -1.8%
COc1ccc(-c2nsc(NC(=O)c3oc4cc(C)c(C)cc4c3C)n2)cc1 | -4.7% | -6.1% | 15.0%
CCC(C)(C)NC(=O)CN(Cc1ccc(F)cc1)C(=O)CCC(=O)Nc1ccccn1 | -6.4% | -3.7% | -0.1%
O=C(Nc1cccc(S(=O)(=O)N2CCOCC2)c1)c1ccc(Cl)nc1 | 0.6% | 16.4µM* | 1.3%
CCNC(=O)C(=O)NCC1OCCCN1S(=O)(=O)c1ccc(F)cc1C (stereo not given) | 1.0% | -13.0% | 2.8%
Cc1ccc(CC(=O)Nc2ccc3c(c2)N(C)C(=O)c2ccccc2S3)cc1 | ? | ? | ?
CC1CN(C(=S)Nc2cccc([N+](=O)[O-])c2)CC(C)O1 (stereo not given) | 0.2% | 2.5% | -6.1%
COC1(OC)N=C(N)C2(C#N)C(c3ccc(C)cc3)C12C#N (stereo not given) | -9.5% | -17.7% | 5.1%
Cc1nnc2n(c1=O)C(CS(=O)(=O)c1ccccc1)CS2 (stereo not given) | -0.2% | 2.1% | -2.6%
COc1ccccc1CNc1ncnc2ccc(-c3ccoc3)cc12 | -19.8% | ? | nt
O=C(N/N=C/c1ccc(N2CCCC2)c([N+](=O)[O-])c1)c1cccnc1 | -11.3% | 5.8% | -6.7%

(listing goes on)
Structure | GCN5L2 inh | TDP1 cell CPT | FEN1 inhibitor
COC(=O)c1ccc(C2c3c(oc4ccc(C)cc4c3=O)C(=O)N2Cc2ccc3c(c2)OCO3)cc1 (stereo not given) | -1.9% | 9.9% | -9.0%
O=C(O)C1CCC(Cn2c(SCc3cc(=O)n4cc(Br)ccc4n3)nc3ccsc3c2=O)CC1 (stereo not given) | 0.9% | ? | -1.1%
O=C(OC1CCCCC1)c1ccc(NC(=O)C2CCCCC2)cc1 | -18.4% | ? | -16.8%
O=C(CSCc1ccc(F)cc1)N1CCc2c([nH]c3ccccc23)C1c1ccc(Cl)cc1 (stereo not given) | -12.8% | ? | -2.9%
COC(=O)c1ccc(C2/C(=C(\O)c3cccc(OC)c3)C(=O)C(=O)N2CCCN2CCOCC2)cc1 (stereo not given) | 7.4% | 3.1% | -7.9%
O=C(COC(=O)CCOc1ccccc1)Nc1ncc(Cl)cc1Cl | 1.4% | -3.1% | -7.5%
COc1ccc(CCN2CN(S(=O)(=O)c3ccccc3)c3nc4ccccc4nc32)cc1 | 2.1% | ? | -0.3%
COc1cccc(Nc2ncc3nc(-c4ccccc4)c(=O)n(C[C@H]4CCCO4)c3n2)c1 | -26.6% | -3.6% | nt
Cc1cc(NC(=O)COc2ccc(Cl)cc2Cl)n(CCC#N)n1 | -6.8% | ? | -2.3%
CCOC(=O)N1CCC(NC(=O)C2=CCN(S(=O)(=O)c3ccc(OC)cc3)CC2)CC1 | -6.9% | ? | 19.0%
O=C(c1ccccc1)c1ccc(Cn2cc(-c3ccccc3)nn2)cc1 | -14.2% | 7.31µM* | 5.4%&11.8%
CCCN(Cc1cccs1)C(=O)Nc1cc(C)cc(C)c1 | -10.1% | 25.9µM* | -1.0%
COc1ccc(CNC(=O)c2ccc(N3CCC4(CC3)CC(c3ccc(Cl)cc3)=NO4)c(NC(=O)c3ccccc3)c2)cc1 | nt | -11.6% | 16.4%
Cc1noc(C)c1S(=O)(=O)N1CCC(C(=O)N2CCN(c3ccc(Cl)cc3)CC2)CC1 | -5.9% | ? | -8.1%
COc1ccc(S(=O)(=O)N(C)CC(=O)Nc2c(F)cccc2F)cc1 | -12.1% | ? | 8.2%

Among those listed so far, 6 contain an aryl thioether with sulfur outside any ring.
Structure | GCN5L2 inh | TDP1 cell CPT | FEN1 inhibitor
O=C(CSc1nc(Nc2ccccc2)nc(N2CCOCC2)n1)N1CCc2ccccc21 | -0.2% | ? | -6.6%
CCN(CC)C(=O)CSc1ncnc2sc(-c3ccccc3)cc12 | -0.2% | ? | -12.3%
COc1ccc(-n2nnnc2SCC(=O)c2cccc(OC)c2)cc1 | -14.4% | ? | 5.1%
COc1ccc(/C=N/NC(=O)C(C)Sc2ccccn2)cc1[N+](=O)[O-] (stereo not given) | -10.2% | -6.1% | 13.3%
Cc1cccc(CSc2nc3c(c(=O)n2C)SCC3)c1 | -11.7% | ? | -12.1%
O=C(O)C1CCC(Cn2c(SCc3cc(=O)n4cc(Br)ccc4n3)nc3ccsc3c2=O)CC1 (stereo not given) | 0.9% | ? | -1.1%

Continued:
Structure | GCN5L2 inh | TDP1 cell CPT | FEN1 inhibitor
Cc1cc(=O)n(CCC(=O)O)c2ccccc12 | -0.2% | -4.0% | -7.9%
Cc1nc(Nc2ccc(S(N)(=O)=O)cc2)sc1-c1ccccc1 | -5.8% | ? | ?
Cc1ccsc1C1NC(=O)c2c(sc3c2CCCC3)N1 (stereo not given) | -3.6% | -23.0% | 9.6%
CC1(C)NC(=O)N(CCOc2ccc3c(c2)CCC3)C1=O | 1.3% | -17.9% | 1.9%
O=C(CCSc1ccc(Cl)cc1)N1CCN(S(=O)(=O)c2ccccc2)CC1 | -3.0% | 20.6µM* | 8.4%
Cc1ccc(C)c2sc(NC(=O)c3ccc(S(=O)(=O)N4CCC(C)CC4)cc3)nc12 | -7.6% | ? | 13.3%
O=c1oc2ccc(NS(=O)(=O)c3cccc4cccnc34)cc2s1 | -4.3% | 20.6µM* | -13.8%
COc1ccc(Oc2ncc3nc(C)c(=O)n(CCc4ccccc4)c3n2)cc1 | 16.1% | -5.2% | nt
O=C(C[n+]1ccccc1Br)c1ccc(I)cc1 | nt | -5.0% | -11.8%
COc1ccccc1Nc1nc(-c2sc(NC(=O)CC(C)C)nc2C)cs1 | -5.9% | ? | -6.5%
COc1ccc(C(=O)NC(=O)COC(=O)C2CC2C)cc1 (stereo not given) | -0.6% | -3.7% | 6.2%
CCOC(=O)c1c(C)[nH]c(C(=O)N/N=C\c2ccccc2O)c1C | -8.6% | 4.11µM* | -3.0%
Cn1c(C(=O)O)c(C=O)c2ccccc21 | -5.3% | -7.6% | 20.4%
O=C1CCC(=O)N1OCCCCOc1ccccc1 | -0.4% | 18.2% | 15.4%
CSc1ccc(Cl)c(C(=O)OCC(=O)NC2CC2)c1 | -10.1% | -11.9% | -10.6%

Carrying on.
Structure | GCN5L2 inh | TDP1 cell CPT | FEN1 inhibitor
COc1ccc(CC(=O)OC(C)CN2CCCCC2)cc1 (stereo not given) | -4.5% | 10.0% | -0.6%
Cc1cccc(N2CC(c3nc4ccccc4n3CCC3CCCCC3)CC2=O)c1 (stereo not given) | -1.4% | ? | -1.9%
Cc1cccc(CCNC(=O)c2ccc3c(c2)N(Cc2ccccc2F)C(=O)c2ccccc2S3)c1 | -1.2% | -39.4% | -15.4%
Cc1cc(=O)oc2c3c(cc(OCC(=O)NCCN4CCOCC4)c12)OC(C)(C)CC3 | -19.3% | ? | 5.1%
O=C(O)Cc1ccc(C(=O)c2ccc(Cl)cc2)s1 | 0.9% | -1.5% | 2.8%
CCOC(=O)c1ccc(S(=O)(=O)n2c(CN3CCCCC3)nc3ccccc32)cc1 | -2.1% | ? | -5.8%
CCNC(=O)Cc1ccc(S(=O)(=O)N2CCOCC2)s1 | 2.6% | 9.1% | -6.6%
CCC(C(=O)NC1CCCCC1)N(Cc1cccs1)C(=O)c1snc(C(N)=O)c1N (stereo not given) | 2.8% | ? | 10.9%
CCN(CC)c1ccc(NC(=O)c2cc(CN3CCCC3)on2)c(C)c1 | 3.9% | 16.4µM* | -4.6%
Cc1ccc(CNC(=O)C2CCN(Cc3nc(-c4ccccc4C)oc3C)CC2)cc1 | -2.2% | ? | 11.9%
O=Cc1cn(CC(=O)N2CCOCC2)c2ccccc12 | -2.1% | -21.5% | -10.1%
Cc1ccc(C)c(S(=O)(=O)N2CCCOC2CNC(=O)C(=O)NCc2ccc3c(c2)OCO3)c1 (stereo not given) | -13.7% | ? | 0.6%
CC(=O)NCCC1CCN(c2nc3nonc3nc2N(C)Cc2ccccc2)CC1 | -4.0% | ? | -0.5%
COc1ccc(OCC(=O)Nc2cccc(-c3nc4ccccc4s3)c2C)cc1 | 0.7% | ? | 41.9%[activator]
CN(Cc1cc(-c2ccccc2)on1)C(=O)c1cc(COc2c(F)cccc2F)on1 | -9.7% | 10.3µM* | -15.7%
